Assay outcomes as filed in PubChem BioAssay.
MIN6 prolif: MIN6 beta-cell proliferation induction; MIN6 cells proliferation, ATPlite luminescence, 48 h; cells starved in 0.2% serum; 100% = growth in 10% serum; proliferation, % at 10 µM; actives 0.29% (n = 330,000); AID 2380;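 active = compounds whose signal lies at least 3.5 SD above the mean of all wells on their plate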;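 note: 0% = DMSO-treated cells in low-serum medium and 100% = 10% serum control; some compounds called inactive have numbers as strong as hits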
mIAP block: blocks mouse intestinal alkaline phosphatase | actives 0.2% (n = 330,000) | AID 2806 | inhibition, % at 10 µM | purified mouse IAP, CDP-Star luminescence, 30 min;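 active = inhibition of at least 40% at 10 µM in the primary screen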;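 note: plate controls were DMSO with enzyme for no effect and no enzyme wells for full effect; values of inactives mirror those of a sister screen read the other way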
mIAP activ: mouse IAP activation | muIAP, CDP-Star luminescence, 30 min; hits give high values; 1 = vehicle-only enzyme signal, 0 = enzyme-free wells | activation factor at 10 µM | actives 0.24% (n = 330,000) | AID 2805;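 active = activation factor of at least 2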; note: the source names both 10 and 20 µM as test concentration; values of inactives mirror those of a sister screen read the other way
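Assay system: mouse IAP enzyme / Compound: DMSO-dissolved test compounds / Timing: 30 min, room temperature / Measured by: luminescence from enzymatic CDP-Star hydrolysis / Control set: DMSO-only wells, enzyme-free buffer wells as negative control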
A3A deaminase: human APOBEC3A DNA deaminase inhibition | P31941 | recombinant A3A, FAM/TAMRA ssDNA deamination fluorescence | inhibition, % at 20 µM | actives 0.41% (n = 330,000) | AID 493011;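 active = at least 40% inhibition at 20 µM here, with at most 30% in a related deaminase screen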;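 note: plate controls were A3A with DMSO for no effect and wells lacking A3A enzyme for full effect; some results filed as inactive read as strong as hits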
A3G deaminase: blocks human APOBEC3G single-stranded DNA deamination | recombinant A3G, ssDNA deamination FAM/TAMRA fluorescence | inhibition, % at 20 µM | actives 0.28% (n = 330,000) | Q9HC16 | AID 493012;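 active = inhibition of at least 40% at 20 µM, with no more than 30% in the related APOBEC3A deaminase screen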;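 note: plate controls were DMSO wells with A3G for no effect and wells lacking A3G enzyme for full effect; some compounds called inactive have numbers as strong as hits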
Target sequence (Q9HC16 whole entry, looked up): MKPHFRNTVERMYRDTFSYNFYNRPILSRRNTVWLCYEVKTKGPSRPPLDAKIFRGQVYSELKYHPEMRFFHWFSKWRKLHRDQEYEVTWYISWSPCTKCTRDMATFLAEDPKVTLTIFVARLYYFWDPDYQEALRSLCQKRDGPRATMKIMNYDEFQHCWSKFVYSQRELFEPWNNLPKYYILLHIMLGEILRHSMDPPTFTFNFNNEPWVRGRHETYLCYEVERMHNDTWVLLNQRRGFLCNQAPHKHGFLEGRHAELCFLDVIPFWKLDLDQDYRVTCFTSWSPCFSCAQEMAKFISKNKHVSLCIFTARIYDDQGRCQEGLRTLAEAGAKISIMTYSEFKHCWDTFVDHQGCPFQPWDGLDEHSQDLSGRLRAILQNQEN
hIAP block: human IAP inhibition; inhibition, % at 10 µM; purified IAP, CDP-Star luminescence, 30 min; AID 2544; P09923; actives 0.12% (n = 330,000);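 active = inhibition reaching a set limit with compound at 10 µM in the primary screen, cut at about 35% in these data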;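 note: plate controls were DMSO wells with enzyme for no effect and no-enzyme buffer wells for full effect; values of inactives mirror those of a sister screen read the other way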
Target sequence (P09923 whole entry, looked up): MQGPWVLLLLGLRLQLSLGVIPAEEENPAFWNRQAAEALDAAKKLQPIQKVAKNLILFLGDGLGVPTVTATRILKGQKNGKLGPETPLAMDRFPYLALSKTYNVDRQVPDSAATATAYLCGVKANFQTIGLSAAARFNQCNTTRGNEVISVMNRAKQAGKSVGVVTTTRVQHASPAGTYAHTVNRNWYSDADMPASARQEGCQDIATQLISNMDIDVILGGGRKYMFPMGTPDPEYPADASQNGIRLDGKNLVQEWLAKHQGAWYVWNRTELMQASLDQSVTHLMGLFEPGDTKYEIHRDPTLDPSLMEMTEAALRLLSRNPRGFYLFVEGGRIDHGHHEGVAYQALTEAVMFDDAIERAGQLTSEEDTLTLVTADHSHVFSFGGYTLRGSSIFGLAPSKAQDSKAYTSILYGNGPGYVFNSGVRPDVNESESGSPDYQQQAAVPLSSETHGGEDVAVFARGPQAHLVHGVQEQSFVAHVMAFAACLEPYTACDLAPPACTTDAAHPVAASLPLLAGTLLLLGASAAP
ATG4B inhibitor: inhibitors of human ATG4B cysteine protease; ATG4B cleavage of LC3-PLA2, NBD-HPC fluorescence, 1 h; inhibition, % at 8.33 µM; actives 0.51% (n = 340,000); AID 504462; in the data active = inhibition above about 40%
hIAP activ: human IAP activation. actives 0.16% (n = 330,000). AID 2524. P09923. purified human IAP, CDP-Star luminescence, 30 min; hits give high values; 1 = vehicle-only enzyme, 0 = enzyme-free background. activation factor at 10 µM;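 active = activation factor of the enzyme at least 2-fold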; note: the source names both 10 and 20 µM as test concentration; values of inactives mirror those of a sister screen read the other way
MPTP inh: permeability transition pore inhibition. AID 602449. actives 1.4% (n = 360,000). isolated mouse mitochondria, Ca2+ swelling absorbance, 30 min. inhibition, % at 10 µM;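 active = inhibition of 50% or more, scaled per plate between neutral and stimulator controls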;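 note: 0% = DMSO wells given calcium and 100% = 1 mM EGTA wells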
* marks the source's active call; other numbers are inactive results; . = not tested or not shown. No enrichment for hits; overall some 3.3% were active at least once.

SMILES	MIN6 prolif	mIAP block	mIAP activ	A3A deaminase	A3G deaminase	hIAP block	ATG4B inhibitor	hIAP activ	MPTP inh
NNC(=O)COc1ccc(C2SCCS2)cc1	2	-10	1.1	-7	0	-23	5	1.2	-1.0
CCCc1cc(=O)[nH]c(SCC(=O)Nc2ccccc2C#N)n1	0	-1	1	-2	-4	12	2	0.88	-7.8
COc1cccc(/C=N/NC(=O)c2cccc(N3CCCC3=O)c2)c1	2	-5	1.1	-2	-8	-14	-2	1.1	-0.1
COc1ccccc1NC(=O)Nc1ccccc1SC	-2	0	1	-1	-3	7	-8	0.93	-1.3
O=C1C=C(c2cccc(Cl)c2)C[C@@H](c2ccc3c(c2)OCO3)C1	-5	8	0.92	1	-7	-9	3	1.1	-0.1
CC(C)c1ccc(S(=O)(=O)/N=C2/C=CC(=O)c3ccccc32)cc1	-5	6	0.94	2	-5	12	.	0.89	.
Cc1ccc(NC(=O)CSc2ccc(-c3ccco3)nn2)cc1	-1	0	1	1	-10	23	-1	0.77	0.9
COc1ccc(CCNC(=O)c2nonc2N)cc1	-2	6	0.94	0	-5	1	-13	0.99	-0.9
COCCCn1c(SCC(=O)Nc2sc3c(c2C#N)CCCC3)nnc1-c1ccncc1	2	22	0.78	-2	-6	-2	-4	1	-0.7
COc1cc(C(=O)N2CCC(N3CCCCCC3)CC2)cc(OC)c1OC	-2	-5	1.1	-2	-5	-3	2	1	-1.2
CSc1ccc(CNC(=O)C2CCC(=O)N(Cc3cccc(F)c3)C2)cc1 (configuration not stated)	-4	-5	1.1	-1	-7	-18	16	1.2	-2.5
O=C(Cc1ccccc1)N[C@@H](Cc1ccc(O)cc1)C(=O)O	0	-3	1	-3	-13	10	.	0.9	.
CS(=O)(=O)c1cccc(C(=O)NCc2ccc(F)cc2)c1	-2	-1	1	-2	-2	-13	-9	1.1	-0.1
COC(=O)Nc1ccc(S(=O)(=O)NNC(=O)c2c(O)c3ccccc3n(C)c2=O)cc1	-2	-1	1	4	5	23	-7	0.77	-4.5
CSCC[C@H](NC(=O)c1ccc2c(c1)OCO2)c1nnc2ccccn12	0	1	0.99	-1	-9	-16	-1	1.2	-0.1
Cc1ccc(NS(=O)(=O)c2ccc(-c3coc(C)n3)cc2)c(C)c1	-2	7	0.93	0	-4	17	-9	0.83	4.0
CCCC(C)C(=O)Nc1nc(C)c(-c2csc(Nc3ccccc3OC)n2)s1 (configuration not stated)	-8	10	0.9	0	11	3	0	0.97	0.1
Cc1csc(NC(=O)C(C)Oc2ccc(Br)cc2)n1 (configuration not stated)	1	0	1	-1	-10	0	-8	1	-2.0
COc1ccc(C2=NN(C(=O)CSc3nc4ccccc4s3)C(c3ccc(F)cc3)C2)cc1 (configuration not stated)	-5	-7	1.1	-6	-4	-5	-21	1	0.2
CN(Cc1ccccc1)S(=O)(=O)c1ccc2c(c1)n(C)c(=O)c(=O)n2C	-2	0	1	2	-2	-3	-6	1	0.7
C/C(CC(=O)Nc1ccccc1C#N)=N\NC(=O)c1ccncc1	-2	-6	1.1	-6	-11	-27	3	1.3	-1.3
CC(OC(=O)CNC(=O)C1CCCCC1)C(=O)NCc1ccccc1 (configuration not stated)	-1	-15	1.2	-2	-6	-7	-3	1.1	-1.0
COc1ccc(CN(C2CCCC2)S(=O)(=O)c2ccc(-n3cnnn3)c(OC)c2)cc1OC	0	-6	1.1	-7	-3	-13	-34	1.1	1.4
CC1(C)CC(=O)/C(=C\c2cccc([N+](=O)[O-])c2)C(C)(C)N1	-4	-5	1	2	2	1	10	0.99	-1.6
O=C1Cc2cc(S(=O)(=O)N3CCN(c4ccccc4)CC3)ccc2N1	-3	-8	1.1	-2	-12	10	1	0.9	-0.6

Individual results from above:
A3A deaminase result of C/C(CC(=O)Nc1ccccc1C#N)=N\NC(=O)c1ccncc1 is entered as -6
ATG4B inhibitor result of COc1ccc(CCNC(=O)c2nonc2N)cc1 is entered as -13
A3G deaminase result of COc1cc(C(=O)N2CCC(N3CCCCCC3)CC2)cc(OC)c1OC is entered as -5
MPTP inh result of CC1(C)CC(=O)/C(=C\c2cccc([N+](=O)[O-])c2)C(C)(C)N1 is entered as -1.6
mIAP activ result of CC(C)c1ccc(S(=O)(=O)/N=C2/C=CC(=O)c3ccccc32)cc1 is entered as 0.94
hIAP activ result of O=C1C=C(c2cccc(Cl)c2)C[C@@H](c2ccc3c(c2)OCO3)C1 is entered as 1.1

Full records, looked up by structure. Order of values: MIN6 prolif, mIAP block, mIAP activ, A3A deaminase, A3G deaminase, hIAP block, ATG4B inhibitor, hIAP activ, MPTP inh
Profile of CCCc1cc(=O)[nH]c(SCC(=O)Nc2ccccc2C#N)n1 = 0, -1, 1, -2, -4, 12, 2, 0.88, -7.8
Profile of COc1cc(C(=O)N2CCC(N3CCCCCC3)CC2)cc(OC)c1OC = -2, -5, 1.1, -2, -5, -3, 2, 1, -1.2

Gathered by group: the entries above containing a halogen.
SMILES	MIN6 prolif	mIAP block	mIAP activ	A3A deaminase	A3G deaminase	hIAP block	ATG4B inhibitor	hIAP activ	MPTP inh
O=C1C=C(c2cccc(Cl)c2)C[C@@H](c2ccc3c(c2)OCO3)C1	-5	8	0.92	1	-7	-9	3	1.1	-0.1
CSc1ccc(CNC(=O)C2CCC(=O)N(Cc3cccc(F)c3)C2)cc1 (configuration not stated)	-4	-5	1.1	-1	-7	-18	16	1.2	-2.5
CS(=O)(=O)c1cccc(C(=O)NCc2ccc(F)cc2)c1	-2	-1	1	-2	-2	-13	-9	1.1	-0.1
Cc1csc(NC(=O)C(C)Oc2ccc(Br)cc2)n1 (configuration not stated)	1	0	1	-1	-10	0	-8	1	-2.0
COc1ccc(C2=NN(C(=O)CSc3nc4ccccc4s3)C(c3ccc(F)cc3)C2)cc1 (configuration not stated)	-5	-7	1.1	-6	-4	-5	-21	1	0.2

Additional records
SMILES	MIN6 prolif	mIAP block	mIAP activ	A3A deaminase	A3G deaminase	hIAP block	ATG4B inhibitor	hIAP activ	MPTP inh
Cc1cc(NC(=O)C(C)SCC(=O)OC(C)C(=O)Nc2ccc(F)cc2Cl)no1 (configuration not stated)	-4	2	0.98	0	-6	0	-9	1	-0.1
O=C(CCC(=O)N1CCOc2ccccc21)N1CCOCC1	5	0	1	2	1	-4	-2	1	1.7
CCOC(=O)C1CCN(C(=O)c2ccc(NC(=O)C3CCCO3)cc2)CC1 (configuration not stated)	3	0	1	-1	-3	10	-10	0.9	0.2
CC1(C)CC(=O)C(C=NCCO)=C(O)C1	-2	1	0.99	-3	-4	2	0	0.98	3.6
CCOC(=O)NCc1ccc2[nH]c(C)cc2c1	-1	5	0.95	-5	-10	24	-4	0.76	0.5
CC(=O)Nc1ccc(C=NNc2ccc([N+](=O)[O-])cc2S(=O)(=O)Nc2ccccc2C(=O)O)cc1	-2	32	0.68	-2	-7	11	34	0.89	2.9
O=C1CC(c2ccc(S(=O)(=O)N3CCCCC3)cc2)CN1 (configuration not stated)	-3	2	0.98	-1	-7	-2	-8	1	0.4
CN1C(=O)c2ccccc2N(C)C1c1ccc(F)cc1 (configuration not stated)	-2	3	0.97	-1	0	-5	-11	1.1	0.3
C=C(C)c1cccc(C(C)(C)NC(=O)Nc2nncs2)c1	-1	-8	1.1	3	1	-2	6	1	4.9
CC(C)(Oc1ccc(Cl)cc1)C(=O)NCc1ccncc1	-1	-7	1.1	3	-1	11	-4	0.89	1.8
CCC(C)N(C(=O)c1csnn1)C(C(=O)NCc1ccc(F)cc1)c1ccccc1 (configuration not stated)	0	-3	1	1	3	8	0	0.92	-0.5
CS(=O)(=O)N1CCCC(C(=O)c2cccc(Cl)c2)C1 (configuration not stated)	-1	-3	1	2	0	-11	5	1.1	-1.1
Cc1ccc(C(=O)Oc2coc(CSc3nnc(NC(=O)C4CC4)s3)cc2=O)cc1	-1	0	1	0	-3	10	-5	0.9	0.8
CC(=O)C1=C(O)C(=O)N(c2ccc(Br)cc2)C1c1ccccc1[N+](=O)[O-] (configuration not stated)	-3	9	0.91	-4	-8	-21	-1	1.2	1.1
COc1ccc(C(c2nnnn2CC2CCCO2)N2CCC(C(N)=O)CC2)cc1 (configuration not stated)	0	3	0.97	-3	-6	4	7	0.96	-0.8
C/C(CC(=O)Nc1cc(Cl)ccc1Cl)=N\NC(=O)COc1cccc(C)c1	-5	9	0.91	-4	-10	-3	0	1	-0.4
Cn1cncc1C#Cc1ccc2cc(CCO)oc(=O)c2c1	0	8	0.92	-5	-11	9	-7	0.91	-0.4
CCCCn1c(SCC(=O)Nc2nccs2)nc2ccccc2c1=O	-1	18	0.82	0	-3	1	-10	0.99	2.7
CC1CCCCN1C(=O)COC(=O)Cc1c[nH]c2ccccc12 (configuration not stated)	-1	2	0.98	-2	-4	-2	-7	1	-1.0
COc1ccc(NC(=O)C2(c3ccc(NC(=O)c4ccc(OC)cc4)cc3)CCCC2)cc1	0	-12	1.1	-2	-4	-12	-4	1.1	1.6
COC(=O)c1sccc1Oc1ccc(F)cc1[N+](=O)[O-]	-4	4	0.96	5	4	8	-8	0.92	-12
O=C(CC1NCCc2ccccc21)Nc1ccccc1 (configuration not stated)	0	7	0.93	3	-2	15	-2	0.85	-1.7
Cn1c(-c2ccc(C(F)(F)F)cc2)cc2onc(-c3ccccc3)c2c1=O	-4	-1	1	-6	-15	-8	-2	1.1	0.7
O=C1CC(NNC(=O)c2cccc(F)c2)C(=O)N1 (configuration not stated)	2	11	0.89	-4	-10	14	-4	0.86	1.2
CCOC(=O)C1CCN(S(=O)(=O)c2ccc3c(ccn3C)c2)CC1	-1	6	0.94	3	6	-9	-3	1.1	-1.8

The list continues.
SMILES	MIN6 prolif	mIAP block	mIAP activ	A3A deaminase	A3G deaminase	hIAP block	ATG4B inhibitor	hIAP activ	MPTP inh
CS(=O)(=O)c1cnc(-c2ccccc2)nc1Oc1ccc(Cl)cc1	0	9	0.91	1	-3	-10	-15	1.1	1.9
CCN(CC(=O)Nc1ccc2c(c1)OCCO2)c1ccc(S(=O)(=O)N2CCOCC2)cn1	5	-3	1	-3	-5	15	-5	0.85	-0.8
CN1CCN(c2ccc([N+](=O)[O-])cc2NC(=O)c2cccs2)CC1	0	-5	1.1	9	12	25	-5	0.75	0.8
CCc1cccc(NC(=O)CN(c2ccc(C)cc2)S(=O)(=O)c2c(C)noc2C)c1	-4	-60	1.6	-5	-9	-20	1	1.2	1.6
CCC(=O)NC(=S)Nc1ccc(NC(=O)c2cccc([N+](=O)[O-])c2C)cc1	0	4	0.96	1	0	-7	6	1.1	0.2
OCC1(CCOc2ccccc2)CCN(Cc2ccncc2)CC1	-2	5	0.95	3	-3	28	1	0.72	0.9
